Screening results deposited in PubChem by several laboratories.
TLR9-MyD88 inh – inhibitors of human TLR9-MyD88 binding | inhibition, % at 4.98 µM | CHO BLA complementation TLR9-MyD88, CCF4 FRET ratio | 340,000 compounds, 0.21% hits | AID 504734 | Q9NR96+Q99836;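 active = inhibition above the mean over all tested compounds plus 3 SD, cut at about 21% in these data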;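 note: 0% = DMSO only wells and 100% = clavulanate BLA inhibitor control wells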
NR2F2 inh – blocks human COUP-TFII nuclear receptor | P24468 | HEK293T NGFI-A luciferase reporter, luminescence | inhibition, % at 8.6 µM | 370,000 compounds, 0.7% hits | AID 686940;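 active = inhibition above a per-plate cutoff, mean inhibition of test wells between control levels plus 3 SD, cut at about 38% in these data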;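 note: cells cotransfected with COUP-TFII expression vector driving the NGFI-A reporter; 0% = median of COUP-TF2 test wells and 100% = reporter-only cells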
NCOA3 inh – inhibits human SRC3 coactivator; inhibition, % at 3.6 µM; Q9Y6Q9; 360,000 compounds, 0.17% hits; HEK293 GAL4-SRC3 luciferase reporter, luminescence;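 active = inhibition above a per-campaign cutoff, the mean of all compounds plus 3 SD, cut at about 60% in these data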;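 note: 0% = DMSO-treated cells and 100% = gossypol-treated cells at 36 µM; higher means less SRC3-driven luciferase light from the GAL4 reporter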
TROY signal inh – TROY signaling inhibition. Q293 LMP1-TROYcd NF-kB luciferase reporter, 4 h. inhibition, % at 10 µM. 360,000 compounds, 0.98% hits. AID 1347056;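 active = compounds whose plate-normalised and pattern-corrected inhibition of the luciferase reporter signal at the single screening dose is 50% or more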
NR5A2 inv ag – NR5A2 inverse agonism in reporter assay; HEK293T StAR-luciferase reporter, LRH-1 transfected, 24 h; inhibition, % at 3.6 µM; 360,000 compounds, 0.13% hits; AID 602396;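 active = inhibition above the mean inhibition of all tested compounds plus 3 SD, cut at about 73% in these data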;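 note: 0% = DMSO wells and 100% = reporter-only cells lacking LRH-1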
Target sequence (O00482 whole entry, looked up): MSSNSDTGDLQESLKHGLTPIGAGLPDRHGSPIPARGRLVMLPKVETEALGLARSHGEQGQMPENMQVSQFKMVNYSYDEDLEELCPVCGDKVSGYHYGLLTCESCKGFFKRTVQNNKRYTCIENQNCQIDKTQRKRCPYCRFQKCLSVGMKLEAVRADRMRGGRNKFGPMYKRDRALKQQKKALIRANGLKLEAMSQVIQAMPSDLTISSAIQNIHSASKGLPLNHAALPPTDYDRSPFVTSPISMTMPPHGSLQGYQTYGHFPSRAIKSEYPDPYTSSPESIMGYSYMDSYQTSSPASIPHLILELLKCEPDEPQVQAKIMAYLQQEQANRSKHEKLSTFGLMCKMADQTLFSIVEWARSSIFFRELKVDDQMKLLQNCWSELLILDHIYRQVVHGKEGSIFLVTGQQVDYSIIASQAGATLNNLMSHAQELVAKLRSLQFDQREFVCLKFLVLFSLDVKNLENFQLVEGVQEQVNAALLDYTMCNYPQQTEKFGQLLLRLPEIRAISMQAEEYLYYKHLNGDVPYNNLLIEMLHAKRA
TWEAK Fn14 block – TWEAK-Fn14 signaling inhibition | TWEAK-stimulated Fn14 reporter cells, luciferase luminescence, 8 h | inhibition, % at 10 µM | 360,000 compounds, 2% hits; in the data active = inhibition above about 50%
NCOA2 inhibitor – human SRC2 (NCOA2) inhibition; Q15596; HEK293 GAL4-SRC2 luciferase reporter, luminescence; inhibition, % at 9 µM; 370,000 compounds, 0.17% hits; AID 651957;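 active = inhibition above the mean inhibition of all tested compounds plus 3 SD, set per campaign, cut at about 52% in these data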;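 note: 0% = DMSO treated cells and 100% = cells given Gossypol at 36 µM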
Granule exo inh – lytic granule exocytosis inhibition; TALL-104 LAMP-1 surface exposure, flow cytometry; cells stimulated with thapsigargin and PMA; inhibition, % at 10 µM; 360,000 compounds, 0.66% hits; AID 651702;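 active = inhibition above about 55%, limit read from the data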
ABHD5 PLIN5 PPI – inhibitors of human ABHD5-perilipin-5 interaction. Split G. princeps luciferase complementation, luminescence, 4 h. AID 602281. inhibition, % at 4 µM. 360,000 compounds, 0.78% hits. Q00G26+Q8WTS1;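 active = inhibition above the mean inhibition across every tested compound plus 3 SD, cut at about 22% in these data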;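 note: 0% = DMSO only wells and the 100% control is not disclosed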
NOD2-RIPK2 inh – blocks binding of human NOD2 to RIPK2; CHO BLA complementation NOD2-RIPK2, CCF4 ratio; O43353; 360,000 compounds, 0.38% hits; inhibition, % at 4.98 µM; in the data active = inhibition above about 21%;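 note: 0% = vehicle only and 100% = reference blocker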
Target sequence (O43353 whole entry, looked up): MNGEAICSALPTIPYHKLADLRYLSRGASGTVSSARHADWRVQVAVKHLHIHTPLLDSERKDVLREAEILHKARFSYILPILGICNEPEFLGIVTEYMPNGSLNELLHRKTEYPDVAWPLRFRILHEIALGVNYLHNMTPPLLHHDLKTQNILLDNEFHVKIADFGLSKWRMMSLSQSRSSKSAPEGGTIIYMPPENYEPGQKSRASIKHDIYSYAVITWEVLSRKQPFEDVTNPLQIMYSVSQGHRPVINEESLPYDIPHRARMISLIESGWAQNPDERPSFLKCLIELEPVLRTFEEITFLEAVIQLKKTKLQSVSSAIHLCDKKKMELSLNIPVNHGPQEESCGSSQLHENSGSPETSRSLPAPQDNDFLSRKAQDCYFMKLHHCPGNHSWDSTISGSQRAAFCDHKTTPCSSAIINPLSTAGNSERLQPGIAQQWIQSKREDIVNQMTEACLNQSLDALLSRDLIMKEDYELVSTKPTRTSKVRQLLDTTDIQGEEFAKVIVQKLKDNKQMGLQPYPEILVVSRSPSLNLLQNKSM
SRC1 inh – inhibits human SRC1 coactivator; HEK293 GAL4-SRC1 luciferase reporter, luminescence; inhibition, % at 3.6 µM; 360,000 compounds, 0.12% hits; AID 588354;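 active = inhibition above the campaign mean plus 3 SD, with each screening campaign given its own cutoff, cut at about 60% in these data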;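 note: 0% = DMSO treated cells and 100% = gossypol at 36 µM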
Starred values were filed as active, the others as inactive; / = no result given.

SMILES | TLR9-MyD88 inh | NR2F2 inh | NCOA3 inh | TROY signal inh | NR5A2 inv ag | TWEAK Fn14 block | NCOA2 inhibitor | Granule exo inh | ABHD5 PLIN5 PPI | NOD2-RIPK2 inh | SRC1 inh
COc1ccc(CCN2C(=O)CC(NNc3ccc([N+](=O)[O-])cc3)C2=O)cc1OC (stereo unspecified) | 4 | -4 | 9 | 24 | -8 | 11 | -8 | 1 | 3 | -4 | 1
CCN(CC)CCN(C(=O)c1ccc2c(c1)CCCC2)c1nc2ccc(OC)cc2s1 | -1 | -17 | 27 | -40 | 9 | -32 | -2 | 1 | 16 | -7 | 3
CCc1cccc(NC(=O)COC(=O)c2cc(=O)c3ccccc3o2)c1 | -11 | -6 | 2 | -6 | 4 | -20 | -33 | 3 | -2 | -7 | -12
Cc1ccc(S(=O)(=O)N(C)C2(C)CCS(=O)(=O)C2)cc1 (stereo unspecified) | -11 | -3 | 7 | 8 | 21 | -4 | -3 | 1 | 1 | 7 | 0
CC(C)OC(=O)Cn1nc(C(c2ccccc2)c2ccccc2)oc1=O | -8 | -3 | 6 | 8 | -5 | -21 | 14 | -9 | -1 | 8 | 7
COc1ccc(S(=O)(=O)N2CCCCCC2)cc1C(=O)N(C)Cc1ccccc1F | -6 | 14 | -1 | 9 | -5 | 11 | 20 | -7 | -2 | 10 | -32
COc1cc2c(cc1OC)CN(C(=O)c1cccc(S(=O)(=O)N3CCc4ccccc43)c1)CC2 | 1 | -11 | -49 | 8 | -50 | -39 | 3 | 0 | -6 | 2 | -70
O=S(=O)(CCNCc1ccco1)NCc1ccccc1 | -11 | -13 | -11 | -5 | -12 | -3 | -2 | 5 | 3 | -8 | -28
Cc1ccc(N(C(=O)c2csnn2)C(C(=O)NC2CCCCC2)c2ccccn2)cc1 (stereo unspecified) | 4 | -3 | 8 | -16 | -21 | 28 | -25 | 7 | -6 | -1 | 11
Cn1c(=N)n(CC(=O)c2ccc(Br)s2)c2ccccc21 | -6 | -34 | -76 | 26 | -86 | 8 | -104 | 0 | 9 | -9 | -92
Cn1c(=O)c2c(ncn2CC(=O)Nc2ccc3c(c2)OCO3)n(C)c1=O | -7 | 2 | -9 | -11 | -2 | 6 | -68 | -2 | 0 | -3 | -39
COCc1cc(C)n(CC(=O)NCc2ccccc2)c(=O)c1C#N | -1 | -2 | 14 | 7 | 2 | -6 | -6 | 2 | 3 | 3 | -17
CNC(=O)Nc1cccc(-c2cc(-c3c(Cl)cccc3Cl)no2)c1 | -2 | -25 | 12 | 39 | -6 | -5 | 5 | 6 | -1 | 2 | -4
CNC(=S)N1N=C(c2ccccc2)CC1c1ccc(Br)cc1 (stereo unspecified) | 4 | -1 | -4 | -36 | -12 | -23 | -16 | -2 | -2 | 7 | -35
CN(C)S(=O)(=O)c1ccc(NC(=O)COc2cccc3c2OC(C)(C)C3)cc1 | 2 | -4 | 9 | 2 | 0 | -6 | -3 | -3 | 7 | -11 | -6
O=S1(=O)CCOC[C@H](Cc2ccccc2)N1Cc1cccc(C(F)(F)F)c1 | -14 | -1 | -9 | 12 | -36 | -1 | 12 | 40 | 1 | -2 | 1
COCCn1c(=S)[nH]c2cc(C(=O)NCCCN3CCOCC3)ccc2c1=O | -6 | -5 | 0 | -7 | -4 | 17 | 8 | -1 | 1 | -2 | 6
CC(C)c1ccc(S(=O)(=O)Nc2ccc(N3CCOCC3)cc2)cc1 | 10 | 20 | 8 | -9 | 0 | 22 | -36 | 0 | 2 | -9 | 12
O=C(COC(=O)/C=C/c1cccs1)NC(c1ccccc1)c1ccccc1 | 3 | -1 | -1 | -8 | 9 | -16 | -19 | -3 | -9 | -8 | -3
Cn1c(-c2sc3cc(C(F)(F)F)cnc3c2-c2cccnc2)n[nH]c1=S | 5 | 4 | -6 | 4 | -6 | 8 | 8 | 0 | -5 | 3 | -12
CCS(=O)(=O)/N=C(\N)c1ccccc1 | -2 | -3 | 18 | -14 | -13 | 0 | 4 | -1 | 10 | -6 | -7
Cc1nn(C(=O)c2cc3sccc3[nH]2)c(C)c1C | 1 | -30 | -36 | -45 | -73 | -26 | -56 | 3 | -7 | -4 | -54
COc1ccc(S(=O)(=O)/N=C2/NC(=O)/C(=C\c3ccco3)S2)cc1 | 0 | -7 | 10 | -7 | -4 | -14 | -9 | 4 | 4 | -6 | -2
CC(=O)Nc1cccc(-c2nc3ccccc3n2C(C(=O)NC(C)(C)C)C2CC2)c1 (stereo unspecified) | / | 18 | / | / | -15 | / | 3 | 2 | 8 | -14 | /
O=C(Nc1cccc(-c2cn3ccccc3n2)c1)c1cccc(Cl)c1 | -10 | -14 | -5 | 33 | -30 | 33 | -1 | 0 | 2 | 9 | -24
SMILES | TLR9-MyD88 inh | NR2F2 inh | NCOA3 inh | TROY signal inh | NR5A2 inv ag | TWEAK Fn14 block | NCOA2 inhibitor | Granule exo inh | ABHD5 PLIN5 PPI | NOD2-RIPK2 inh | SRC1 inh
CC1=NN(C(N)=S)C(=O)C1N=Nc1ccccc1C (stereo unspecified) | -8 | 0 | -25 | -63 | -16 | -30 | -10 | -4 | 6 | 3 | -22
CCCCn1c(N)c(N(CC(C)C)C(=O)C2CCN(c3ncnc4sc(C)c(C)c34)CC2)c(=O)[nH]c1=O | -5 | -9 | 7 | -6 | -23 | 6 | -2 | -3 | 11 | -3 | -1
COc1ccc2c(c1)C(=NN)c1cc(OC)ccc1-2 | 3 | -27 | -36 | -22 | -89 | -6 | -34 | 0 | 8 | -5 | -36
O=C(COC(=O)CCc1c[nH]c2ccccc12)Nc1ccccc1C(F)(F)F | 8 | 9 | 19 | -2 | 21 | -12 | 4 | -4 | 0 | 5 | -3
COc1ccc(C(=O)Nn2cc3c(c2-c2ccccc2)c(=O)n(C)c(=O)n3C)cc1 | 2 | 11 | -22 | -16 | 1 | 3 | -5 | 8 | -2 | -1 | -25
CCOC(=O)c1cnc2c(C)cc(Cl)cc2c1N1CCN(C)CC1 | -3 | -9 | -2 | 16 | 1 | -14 | -17 | 2 | -5 | -3 | -3
CS(=O)(=O)c1cccc(C(=O)NCc2ccccc2)c1 | 9 | -29 | 23 | -4 | -17 | 1 | -32 | -5 | 3 | -10 | 7
COc1ccc(Cc2nc3ccc(S(=O)(=O)N4CCOCC4)cc3[nH]2)cc1 | 1 | 14 | -6 | 7 | -8 | 10 | 9 | 2 | 3 | -3 | -13
COc1ccc(OCC(=O)Nc2ccccc2Cl)cc1 | 4 | 11 | 3 | 2 | -13 | 0 | -13 | 0 | -1 | 2 | 3
O=C(O)c1sc2cc(C(F)(F)F)cnc2c1-c1ccccc1 | 0 | 10 | -2 | -18 | 20 | -4 | 0 | -3 | -2 | -12 | 9
Cn1cncc1C#Cc1ccc2c(=O)c3ccccc3oc2c1 | -3 | -44 | -36 | -47 | -60 | -2 | -70 | 5 | 7 | 3 | -52
CN1OC[C@@H]2CN(Cc3ccc4c(c3)OCO4)[C@H](c3ccc(N4CCCCC4)cc3)C[C@@H]21 | / | -1 | 16 | 12 | 4 | -22 | 21 | -5 | -1 | 13 | 12
O=C(Nc1cc(SCCO)cc([N+](=O)[O-])c1)c1ccc(Br)o1 | -9 | 18 | 21 | 10 | 10 | 11 | -1 | 0 | -5 | -4 | -20
O=C(c1ccccc1)c1ccc(N2CCOCC2)c(NC(=O)c2ccco2)c1 | -2 | -1 | 0 | -6 | 37 | 13 | -17 | 2 | -1 | 4 | 4
O=C(COC(=O)c1ccc[nH]c1=O)c1ccc(Cl)s1 | -1 | 4 | 15 | -23 | -10 | 14 | -1 | -1 | 1 | 4 | -1
COC(=O)Nc1nnc(-c2ccncc2)s1 | 10 | 11 | -11 | -3 | -12 | 5 | 1 | -1 | 1 | 1 | -13
Cc1ccc(NC2CCCN(C(=O)CSc3ccncc3)C2)cc1C (stereo unspecified) | 1 | 14 | 14 | 20 | -3 | 4 | -3 | 2 | 6 | 3 | -9
COc1ccc(NC(=O)c2onc(C)c2Cl)cc1OC | 0 | -3 | -5 | -30 | -27 | -19 | -22 | 0 | -1 | -9 | -14
CS(=O)(=O)N1CCN(c2ccccc2NC(=O)c2ccco2)CC1 | -2 | 8 | 12 | -13 | 7 | -11 | 2 | -8 | 6 | -1 | 2
CCN1C(=O)/C(=C/N(C)c2ccccc2)OC1=S | 4 | -4 | -46 | 3 | -33 | -8 | -41 | 3 | 10 | -10 | -55
CC(=O)Nc1ccccc1Sc1ccc2c3c(cccc13)C(=O)N(c1ccc(C)cc1)C2=O | -4 | -8 | 4 | 20 | -6 | -1 | -8 | -6 | -9 | 5 | -7
COc1ccc(-c2ccc(=O)n(Cc3ccccc3)n2)cc1 | -4 | 8 | -29 | 1 | 2 | -22 | -23 | 4 | 8 | -14 | -16

Given comma-delimited: entries from further up
molecule,TLR9-MyD88 inh,NR2F2 inh,NCOA3 inh,TROY signal inh,NR5A2 inv ag,TWEAK Fn14 block,NCOA2 inhibitor,Granule exo inh,ABHD5 PLIN5 PPI,NOD2-RIPK2 inh,SRC1 inh
Cn1cncc1C#Cc1ccc2c(=O)c3ccccc3oc2c1,-3,-44,-36,-47,-60,-2,-70,5,7,3,-52
O=C(c1ccccc1)c1ccc(N2CCOCC2)c(NC(=O)c2ccco2)c1,-2,-1,0,-6,37,13,-17,2,-1,4,4

Compounds shown so far that have a thiophene ring, fused or not (seven):
SMILES | TLR9-MyD88 inh | NR2F2 inh | NCOA3 inh | TROY signal inh | NR5A2 inv ag | TWEAK Fn14 block | NCOA2 inhibitor | Granule exo inh | ABHD5 PLIN5 PPI | NOD2-RIPK2 inh | SRC1 inh
Cn1c(=N)n(CC(=O)c2ccc(Br)s2)c2ccccc21 | -6 | -34 | -76 | 26 | -86 | 8 | -104 | 0 | 9 | -9 | -92
O=C(COC(=O)/C=C/c1cccs1)NC(c1ccccc1)c1ccccc1 | 3 | -1 | -1 | -8 | 9 | -16 | -19 | -3 | -9 | -8 | -3
Cn1c(-c2sc3cc(C(F)(F)F)cnc3c2-c2cccnc2)n[nH]c1=S | 5 | 4 | -6 | 4 | -6 | 8 | 8 | 0 | -5 | 3 | -12
Cc1nn(C(=O)c2cc3sccc3[nH]2)c(C)c1C | 1 | -30 | -36 | -45 | -73 | -26 | -56 | 3 | -7 | -4 | -54
CCCCn1c(N)c(N(CC(C)C)C(=O)C2CCN(c3ncnc4sc(C)c(C)c34)CC2)c(=O)[nH]c1=O | -5 | -9 | 7 | -6 | -23 | 6 | -2 | -3 | 11 | -3 | -1
O=C(O)c1sc2cc(C(F)(F)F)cnc2c1-c1ccccc1 | 0 | 10 | -2 | -18 | 20 | -4 | 0 | -3 | -2 | -12 | 9
O=C(COC(=O)c1ccc[nH]c1=O)c1ccc(Cl)s1 | -1 | 4 | 15 | -23 | -10 | 14 | -1 | -1 | 1 | 4 | -1

These rows are one share of the data, so the mix of outcomes need not match the whole.
